Assay outcomes (PubChem)
HKDC1 inh = HKDC1 hexokinase inhibitors, primary screen, biochemical, fluorescence, uHTS. recombinant HKDC1, G6PDH/diaphorase resazurin coupled fluorescence. inhibition, % at 20 µM. 340,000 tested, 0.16% active. AID 493160, 2011;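 active means inhibition above about 35% when tested at 20 µM, limit read from the data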;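 further: plate controls were DMSO wells with enzyme for no effect and DMSO wells lacking enzyme for full effect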
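Test system: Recombinant HKDC1 (HK5) hexokinase enzyme, produced in-house | Input: HKDC1 at 5 µg/mL | Buffer or medium: Tris pH 8.0 buffer with MgCl2, Tween-20, BSA, BME | Schedule: 90 min reaction incubation at room temperature, dark | Technique: Resazurin-to-resorufin fluorescence via G6PDH and diaphorase coupling, 525/613 nm | Controls: DMSO wells with and without enzyme mix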
PfGluPho inh = PfG6PD enzyme inhibitors, primary screen, biochemical, fluorescence intensity, uHTS; PfGluPho enzyme, NADPH resazurin-diaphorase fluorescence; glucose-6-phosphate dehydrogenase-6-phosphogluconolactonase (Plasmodium falciparum 3D7); 350,000 tested, 0.78% active; inhibition, % at 20 µM;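 active means inhibition reaching at least a set limit at 20 µM in the primary screen, cut at about 59% in these data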;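 further: 0% = DMSO wells with substrate and 100% = DMSO wells lacking glucose-6-phosphate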
hIAP inh = human IAP inhibitors, primary screen, biochemical, luminescence, uHTS. Intestinal-type alkaline phosphatase (Homo sapiens), P09923. purified IAP, CDP-Star luminescence, 30 min. inhibition, % at 10 µM. 330,000 tested, 0.12% active. AID 2544, 2010;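 active means inhibition reaching a set limit with compound at 10 µM in the primary screen, cut at about 35% in these data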;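 further: plate controls were DMSO wells with enzyme for no effect and no-enzyme buffer wells for full effect; values of inactives mirror those of a sister screen read the other way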
hIAP act = human IAP activators, primary screen, biochemical, luminescence, uHTS. Intestinal-type alkaline phosphatase (Homo sapiens), P09923. purified human IAP, CDP-Star luminescence, 30 min; active compounds read high; 1 = vehicle-only enzyme, 0 = enzyme-free background. activation factor at 10 µM. 330,000 tested, 0.16% active;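 active means activation factor of the enzyme at least 2-fold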; further: the source names both 10 and 20 µM as test concentration; values of inactives mirror those of a sister screen read the other way
mIAP block = inhibitors of mouse IAP, primary screen, biochemical, luminescence, uHTS; intestinal alkaline phosphatase [Mus musculus]; purified mouse IAP, CDP-Star luminescence, 30 min; inhibition, % at 10 µM; 330,000 tested, 0.2% active; AID 2806, 2010;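 active means inhibition of at least 40% at 10 µM in the primary screen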;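 further: plate controls were DMSO with enzyme for no effect and no enzyme wells for full effect; values of inactives mirror those of a sister screen read the other way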
mIAP activ = activators of mouse IAP, primary screen, biochemical, luminescence, uHTS | 330,000 tested, 0.24% active | intestinal alkaline phosphatase [Mus musculus] | activation factor at 10 µM | muIAP, CDP-Star luminescence, 30 min; active compounds read high; 1 = vehicle-only enzyme signal, 0 = enzyme-free wells;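 active means activation factor of at least 2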; further: the source names both 10 and 20 µM as test concentration; values of inactives mirror those of a sister screen read the other way
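Assay system: mouse IAP enzyme; Reagent: CDP-Star chemiluminescent phosphatase substrate; Compound: DMSO-dissolved test compounds; Incubation: 30 min, room temperature; Technique: luminescence from enzymatic CDP-Star hydrolysis; Controls: DMSO-only wells and no-enzyme negative control.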
ATG4B inh = ATG4B protease inhibitors, primary screen, biochemical, fluorescence, uHTS. ATG4B cleavage of LC3-PLA2, NBD-HPC fluorescence, 1 h. 340,000 tested, 0.51% active. inhibition, % at 8.33 µM; in the data active means inhibition above about 40%
Target sequence (Q9Y4P1 whole entry, looked up): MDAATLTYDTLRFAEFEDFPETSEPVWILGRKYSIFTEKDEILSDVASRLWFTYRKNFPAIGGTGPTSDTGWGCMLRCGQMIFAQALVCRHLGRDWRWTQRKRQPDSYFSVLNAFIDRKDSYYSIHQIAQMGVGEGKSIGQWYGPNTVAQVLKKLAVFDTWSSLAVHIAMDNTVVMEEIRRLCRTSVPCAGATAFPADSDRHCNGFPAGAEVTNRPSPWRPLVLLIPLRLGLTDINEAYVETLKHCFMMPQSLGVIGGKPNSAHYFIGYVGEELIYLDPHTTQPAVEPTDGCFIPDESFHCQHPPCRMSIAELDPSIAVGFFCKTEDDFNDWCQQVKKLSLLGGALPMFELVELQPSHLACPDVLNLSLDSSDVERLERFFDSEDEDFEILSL
APOBEC3A inh = APOBEC3A ssDNA deaminase inhibitors, primary screen, selectivity assay for APOBEC3G inhibitor project, biochemical, FAM/TAMRA oligo cleavage fluorescence; DNA dC->dU-editing enzyme APOBEC-3A (Homo sapiens), P31941; recombinant A3A, FAM/TAMRA ssDNA deamination fluorescence; inhibition, % at 20 µM; 330,000 tested, 0.41% active;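 active means at least 40% inhibition at 20 µM here, with at most 30% in a related deaminase screen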;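 further: plate controls were A3A with DMSO for no effect and wells lacking A3A enzyme for full effect; some results filed as inactive read as strong as hits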
Target sequence (P31941 whole entry, looked up): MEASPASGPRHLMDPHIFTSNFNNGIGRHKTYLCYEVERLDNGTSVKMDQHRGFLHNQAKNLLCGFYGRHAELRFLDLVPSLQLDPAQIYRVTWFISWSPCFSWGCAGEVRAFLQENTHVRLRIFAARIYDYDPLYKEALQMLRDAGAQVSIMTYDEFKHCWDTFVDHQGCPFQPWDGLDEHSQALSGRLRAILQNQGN
* = called active by the depositor; · = no result given.

SMILES	HKDC1 inh	PfGluPho inh	hIAP inh	hIAP act	mIAP block	mIAP activ	ATG4B inh	APOBEC3A inh
Cc1nn2c(CN(C(=O)CN3CCOCC3)c3ccccc3)nnc2c2ccccc12	-14	3	12	0.88	-5	1.1	1	2
COc1ccc(Cl)cc1S(=O)(=O)N1CCC(C(=O)NCCc2ccccc2)CC1	-6	-9	-4	1	-4	1	-2	-7
CCCCCc1cc(=O)oc2c(C(CCN3CCN(c4ccccc4)CC3)c3ccc4c(c3)OCO4)c(OC)cc(OC)c12 (stereo not given)	-1	8	17	0.83	-4	1	1	-1
COC(=O)C1=C(C(=O)OC)[C@@H]2N(C)c3ccccc3[C@@]23C[C@@H](CO)N(C(=O)NCCBr)C3=N1	-1	0	-3	1	13	0.87	-1	1
O=S(=O)(c1ccc(N2CCN(S(=O)(=O)c3ccc4c(c3)OCCO4)CC2)nc1)N1CCCC1	0	-9	11	0.89	-1	1	-12	2
Cc1ccc2nc(C3CCCCC3)[nH]c2c1	5	17	9	0.91	4	0.96	4	-4
CC(c1ccccc1)N(CCC(c1ccccc1)C1CCOC(C)(C)C1)C(=O)c1ccco1 (stereo not given)	-5	-3	-5	1.1	10	0.9	1	4
COCCCNc1nc(-c2ccc(Cl)cc2)nc2ccccc12	-1	32	0	1	1	0.99	15	-3
Nc1ccc(NC(=O)NC2CCCCC2)cc1	2	-18	-5	1	6	0.94	5	-5
O=C(c1cc2cc([N+](=O)[O-])ccc2s1)N1CCOCC1	-4	0	0	1	6	0.94	-5	-5
O=[N+]([O-])c1ccccc1NCCNS(=O)(=O)c1ccc(Cl)cc1	11	33	9	0.91	10	0.9	-4	-3
CCN(CC)C(=O)[C@H]1C[C@H](CC(=O)NCc2cccc(C(F)(F)F)c2)C(=O)N2CCc3c([nH]c4cc(CCC(=O)N(C)C)ccc34)[C@]12C	-4	6	·	·	-9	1.1	-9	5
CN(C)Cc1nc2ccccc2c(=O)n1Cc1nc(-c2cc3ccccc3o2)cs1	5	9	-5	1.1	3	0.97	2	7
COc1ccc(CN(C(=O)c2cc3ccccc3oc2=O)C2CCCC2)cc1	5	-2	0	1	7	0.93	-11	-4
CN1CCN(c2ccccc2NC(=O)c2cccc([N+](=O)[O-])c2)CC1	-1	0	-7	1.1	2	0.98	-8	-1
CN1CCN(C(=O)c2ccccc2NC(=O)C(C)(C)C)CC1	-3	-15	1	0.99	-12	1.1	-18	1
N#Cc1cccc2cccc(S(=O)(=O)N3CCOCC3)c12	-2	21	2	0.98	1	0.99	-3	0
CC(=O)c1nn(-c2ccc(Br)cc2)cc1C(=O)c1ccccc1	10	-4	27	0.73	2	0.98	-12	-2
N/C(=N\c1nc2ccccc2o1)NC(=O)c1ccc(Cl)cc1	-10	-8	-6	1.1	10	0.91	-2	-3
CCC(C(=O)NC1CCCC1)N(C(=O)c1snc(C(N)=O)c1N)c1ccc(OC)cc1 (stereo not given)	-5	-8	-6	1.1	-2	1	13	2
COc1ccc(C2C(C#N)=C3NC(=O)c4c(sc5c4CCCCC5)N3C3=C2C(=O)CC(C)(C)C3)cc1 (stereo not given)	2	-8	0	1	8	0.92	33	-1
CC(C)N(CCNCc1nnc(-c2ccccc2)o1)C(C)C	0	-5	-3	1	5	0.95	-4	2
CC1CN(C(=O)CCC(=O)N2CCCCC2)c2ccccc2O1 (stereo not given)	-6	3	-10	1.1	-3	1	-4	3
Cc1cc(C)n2cc(CSc3ccccn3)nc2n1	-4	7	-4	1	-9	1.1	-4	-5
N#C/C(=C(/O)c1ccc(C(=O)c2ccccc2)cc1)c1nc2ccccc2[nH]1	-7	-19	-12	1.1	9	0.91	6	11
CCN(CC)c1ccc(C=Nc2ccc(N(C)C)cc2)c(O)c1	5	36	-27	1.3	5	0.95	-1	-1
CN1CCC(=O)N(CCOc2ccccc2)CC1	5	-1	-19	1.2	-14	1.1	3	-1
O=C(C1CCN(S(=O)(=O)c2ccccc2F)CC1)N1CCCC1	-6	-3	1	0.99	-4	1	0	2
CC1(C)N=C2C(=[N+]1[O-])CCC/C2=N\O	-1	10	23	0.77	8	0.92	-3	-3
COC(=O)CNC(=O)COC(=O)Cc1ccc(Cl)cc1	-14	6	1	0.99	9	0.91	0	1
Cc1cc(C)c(OCCN(C)Cc2ccccc2)c(Br)c1	-3	6	3	0.97	8	0.92	6	1
COCCN(Cc1cc2cc3c(cc2nc1Cl)OCO3)C(=O)Nc1ccccc1OC	-6	2	-1	1	-7	1.1	21	-3
COc1ccc(Br)cc1CN1CCN(C(=O)c2ccc(OC)c(OC)c2)CC1	-9	6	2	0.98	1	0.99	-6	-4
COCCn1c(C)cc(C(=O)CSc2nnc(C)s2)c1C	-1	9	-25	1.2	-7	1.1	-8	-3
COc1ccc2oc(=O)c(C(C)=O)cc2c1	-6	2	15	0.85	-8	1.1	5	-2
Cc1ccc(C)c(NC(=O)CCc2ccc(C)o2)c1	-5	-5	0	1	-1	1	0	-7
CCCCn1c(=S)[nH]c2ncccc2c1=O	-5	1	-4	1	4	0.96	10	0
O=C(COC(=O)c1ccc([N+](=O)[O-])cc1Cl)NC(=O)c1ccccc1	3	-3	-3	1	5	0.95	-1	-1
CC(C)CN(C(=O)CCc1ccccc1Cl)c1c(N)n(Cc2ccccc2)c(=O)[nH]c1=O	3	3	0	1	13	0.87	-13	4
Cc1ccc(C(=O)Nc2ncc(C)s2)s1	-7	21	1	0.99	-2	1	-3	-1

Single records (already shown). Screens in order: HKDC1 inh | PfGluPho inh | hIAP inh | hIAP act | mIAP block | mIAP activ | ATG4B inh | APOBEC3A inh
Cc1cc(C)n2cc(CSc3ccccn3)nc2n1 reads -4 | 7 | -4 | 1 | -9 | 1.1 | -4 | -5
CC1CN(C(=O)CCC(=O)N2CCCCC2)c2ccccc2O1 (stereo not given) reads -6 | 3 | -10 | 1.1 | -3 | 1 | -4 | 3
CC1(C)N=C2C(=[N+]1[O-])CCC/C2=N\O reads -1 | 10 | 23 | 0.77 | 8 | 0.92 | -3 | -3
Cc1cc(C)c(OCCN(C)Cc2ccccc2)c(Br)c1 reads -3 | 6 | 3 | 0.97 | 8 | 0.92 | 6 | 1

The main list resumes, repeating the seven entries before the break.
SMILES	HKDC1 inh	PfGluPho inh	hIAP inh	hIAP act	mIAP block	mIAP activ	ATG4B inh	APOBEC3A inh
COCCn1c(C)cc(C(=O)CSc2nnc(C)s2)c1C	-1	9	-25	1.2	-7	1.1	-8	-3
COc1ccc2oc(=O)c(C(C)=O)cc2c1	-6	2	15	0.85	-8	1.1	5	-2
Cc1ccc(C)c(NC(=O)CCc2ccc(C)o2)c1	-5	-5	0	1	-1	1	0	-7
CCCCn1c(=S)[nH]c2ncccc2c1=O	-5	1	-4	1	4	0.96	10	0
O=C(COC(=O)c1ccc([N+](=O)[O-])cc1Cl)NC(=O)c1ccccc1	3	-3	-3	1	5	0.95	-1	-1
CC(C)CN(C(=O)CCc1ccccc1Cl)c1c(N)n(Cc2ccccc2)c(=O)[nH]c1=O	3	3	0	1	13	0.87	-13	4
Cc1ccc(C(=O)Nc2ncc(C)s2)s1	-7	21	1	0.99	-2	1	-3	-1
O=c1ccc(-c2nc3ccccc3n2Cc2ccc(Cl)cc2)c[nH]1	6	-3	-20	1.2	0	1	5	0
CC(=O)Nc1ccc(NC(=O)CSc2nnc3c4ccccc4n(C)c3n2)cc1	31	3	11	0.89	5	0.95	-8	2
CCCn1c(N2CCN(S(=O)(=O)Cc3ccccc3)CC2)nc2ccccc21	0	-31	-6	1.1	-8	1.1	1	-3
COc1ccc(/C(C)=N/OCC(=O)N=Nc2c(O)[nH]c3ccc(Br)cc23)cc1	8	-1	1	0.99	11	0.89	-6	-1
COc1ccc(/C=C/C(=O)NC(=S)Nc2ccc(N3CCN(C(C)=O)CC3)cc2)cc1	-1	-13	-10	1.1	12	0.89	1	-3
CCCN1CCC(=O)N(CCO)CC1	2	-6	18	0.82	17	0.83	0	-1
Cc1ccc(-c2cc(C(=O)NCc3cccs3)no2)cc1	-4	-5	10	0.9	-1	1	7	-2
Cc1ccccc1-n1nc2c(c1NC(=O)c1cccc(F)c1)CS(=O)C2 (stereo not given)	4	-14	6	0.94	-14	1.1	1	19
CC(C)NC(=O)c1ccc(-c2cc(C(F)(F)F)ccc2Cl)o1	-13	9	13	0.87	-10	1.1	4	7
O=C(Cn1c(CN2CCCCC2)nc2ccccc2c1=O)NC1CCCCC1	-5	-7	-8	1.1	3	0.97	3	0
CCOc1ccc2nc3sc(C(=O)N4CCN(C)CC4)c(N)c3cc2c1	3	30	-14	1.1	-7	1.1	-5	2
Cc1ccc2c(c1)sc1nc(=O)n(-c3ccccc3)c(=O)n12	-4	-6	3	0.97	-23	1.2	16	-5
